Screening data from PubChem BioAssay.
BoNT-F LC inh – BoNT/F light chain protease inhibitors, primary screen, biochemical, flow cytometry, MLPCN library | Botulinum neurotoxin type F light chain protease (Clostridium botulinum) | inhibition, % at 10 µM | Multiplex microsphere protease cleavage assay | AID 588497, 2011 | hit rate 0.22% among 360,000; in the data active = inhibition above about 35%, passing the limit was not always enough; inconclusive = no clear call, values can overlap the other calls; also: plate controls were buffer without enzyme for full effect and enzyme alone for no effect
PrPC surface inh – inhibitors of human cell surface prion protein PrPC, primary screen, cell-based, TR-FRET; AID 720596, 2013; hit rate 0.43% among 370,000; Major prion protein (Homo sapiens), P04156; TR-FRET read-out; inhibition, % at 13.8 µM; in the data active = inhibition above about 24%; also: 0% = median of the test wells and 100% = reference compound wells
FadD28 FP inh – inhibitors of FadD28 bisubstrate probe binding, primary screen, biochemical, fluorescence polarization, single point | hit rate 0.22% among 360,000 | AID 588549, 2011 | inhibition, % at 12.5 µM; in the data active = inhibition above about 8.5%, passing the limit was not always enough; inconclusive = no clear call, values can overlap the other calls
Mtb UGM inh – M. tuberculosis UGM enzyme inhibitors, primary screen, biochemical, fluorescence polarization, single point; purified UGM, fluorescence polarization probe displacement; inhibition, % at 10 µM; hit rate 0.06% among 320,000; UDP-galactopyranose mutase (Mycobacterium tuberculosis (strain ATCC 25618 / H37Rv)), …; AID 504406, 2011; in the data active = inhibition above about 10%, passing the limit was not always enough; inconclusive = no clear call, values can overlap the other calls
Target sequence (P9WIQ1 whole entry, looked up): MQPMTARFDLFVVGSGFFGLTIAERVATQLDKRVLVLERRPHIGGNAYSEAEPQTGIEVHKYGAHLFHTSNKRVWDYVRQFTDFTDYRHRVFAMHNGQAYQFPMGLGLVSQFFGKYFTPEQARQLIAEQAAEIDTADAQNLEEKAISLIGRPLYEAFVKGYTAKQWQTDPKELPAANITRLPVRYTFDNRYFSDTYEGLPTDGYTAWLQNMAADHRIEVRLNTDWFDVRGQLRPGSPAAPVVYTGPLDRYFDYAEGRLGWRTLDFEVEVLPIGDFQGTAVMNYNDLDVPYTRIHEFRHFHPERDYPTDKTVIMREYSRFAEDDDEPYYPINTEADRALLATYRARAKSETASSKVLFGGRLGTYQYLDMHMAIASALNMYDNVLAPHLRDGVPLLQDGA
Rv3671c protease – Rv3671c serine protease inhibitors, primary screen, biochemical, fluorescence polarization, M. tuberculosis H37Rv. inhibition, % at 5.96 µM. hit rate 0.048% among 320,000; in the data active = inhibition above about 38%;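 also: extracellular domain of Rv3671c used as enzyme; 0% = enzyme with DMSO and 100% = no enzyme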
Target sequence (P9WHR9 whole entry, looked up, the tested form may be a part): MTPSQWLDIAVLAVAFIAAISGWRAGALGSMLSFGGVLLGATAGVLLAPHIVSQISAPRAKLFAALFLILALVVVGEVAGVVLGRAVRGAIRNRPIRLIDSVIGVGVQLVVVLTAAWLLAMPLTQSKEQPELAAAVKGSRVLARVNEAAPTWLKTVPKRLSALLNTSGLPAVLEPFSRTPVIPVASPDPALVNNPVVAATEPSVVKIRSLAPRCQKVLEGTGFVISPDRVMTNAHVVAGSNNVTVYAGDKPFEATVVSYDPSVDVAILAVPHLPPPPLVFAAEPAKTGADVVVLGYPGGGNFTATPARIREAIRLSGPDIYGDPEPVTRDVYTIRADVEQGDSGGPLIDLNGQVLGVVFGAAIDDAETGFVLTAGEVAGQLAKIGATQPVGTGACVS
FBA Mtb inh – Mtb FBA enzyme inhibitors, primary screen, biochemical, fluorescence, strain H37Rv | Fructose-bisphosphate aldolase (Mycobacterium tuberculosis (strain ATCC 25618 / H37Rv)), … | purified M. tuberculosis FBA, fluorescence read-out | inhibition, % at 1 µM | hit rate 2.3% among 360,000 | AID 588726, 2011; in the data active = inhibition above about 27%;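 also: 0% = vehicle and 100% = reference inhibitor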
BioA inh – M. tuberculosis BioA enzyme inhibitors, primary screen, biochemical, plate reader, single point, HTS. AID 602481, 2012. inhibition, % at 9.99 µM. purified M. tuberculosis BioA enzyme. hit rate 0.096% among 360,000. 7,8-diaminopelargonic acid synthase BioA (Mycobacterium tuberculosis); in the data active = inhibition above about 40%; inconclusive = no clear call, values can overlap the other calls
GDH-TPI inh – GDH-TPI coupling enzyme inhibitors, primary screen, artefact control for M. tuberculosis FBA inhibitor project, biochemical, absorbance, full deck | GDH-TPI coupled enzyme counterscreen, NADH absorbance | inhibition, % at 4.8 µM | hit rate 1.2% among 360,000 | AID 588335, 2011; in the data active = inhibition above about 30%;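 also: 0% = DMSO wells and 100% = wells lacking the enzyme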
MazEF act – activators of E. coli MazEF toxin-antitoxin RNase, primary screen, biochemical, fluorescence, uHTS. Endoribonuclease toxin MazF (Escherichia coli (strain K12)), P0AE70. activation, % at 20 µM. hit rate 0.32% among 350,000. AID 504720, 2011. FAM/BHQ RNA-DNA oligo cleavage fluorescence, 5 h; in the data active = activation above about 50%
Target sequence (P0AE70 whole entry, looked up): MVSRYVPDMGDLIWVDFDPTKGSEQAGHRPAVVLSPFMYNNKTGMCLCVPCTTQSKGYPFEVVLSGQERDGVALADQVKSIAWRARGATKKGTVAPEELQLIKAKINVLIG
* = called active by the depositor; ? = inconclusive; · = no result given; & = joins results of further samples.

nr	Compound	BoNT-F LC inh	PrPC surface inh	FadD28 FP inh	Mtb UGM inh	Rv3671c protease	FBA Mtb inh	BioA inh	GDH-TPI inh	MazEF act
1	CCOC(=O)c1cn(CC(=O)Nc2cccc(Cl)c2)nn1	7	-3	2.6	3.6	0	-3	·	2	3
2	O=C(Nc1ccc(Cl)cc1F)C1CCCN(C2=NS(=O)(=O)c3ccccc32)C1 (stereo unspecified)	12	-6	-1.7	·	·	6	3.1	3	-1
3	CCC1CN(C(=O)NCc2ccc(C)cc2)c2cc(Cl)ccc2O1 (stereo unspecified)	11	-2	-5.3	3.7	·	-2	-1.1	8	-7
4	O=C(Cn1c(CO)nc2ccccc21)Nc1ccc2c(c1)OCCCO2	1	2	-2.2	-2.4	1	1	-0.8	-11	2
5	CC(C)OC(=O)Nc1ccc2c(c1)N(C(=O)CCN(C)C)c1ccccc1CC2	-22	0	-3.4	0.1	5	-3	0.1	-6	6
6	CCn1c(SCC(=O)N2CCCC2)nc2c(c1=O)SC(C)C2 (stereo unspecified)	4	9	-4.8	0.2	-10	-4	6.3	21	10
7	N#CCn1c(Cc2ccccc2)nc2ccccc2c1=O	?	-4	-1.8	-1.6	·	-4	-0.2	1	3
8	COC(=O)c1cccc(N(CC(=O)NC2CCCC2)C(=O)CNC(=O)c2cccs2)c1	1	-3	-3.8	-3.1	7	-3	1.2	-1	8
9	COc1ccc(S(=O)(=O)N(C)C[C@H]2OCc3cnnn3CCCC(=O)N([C@@H](C)CO)C[C@H]2C)cc1	-4	-1	-2.5	·	·	0	0.6&-0.4	-4	3
10	CC/C(=C\c1ccc(N(C)C)cc1)c1ccncc1	-8	0	2.5	·	·	0	·	18	0
11	Cc1cc2ccccc2n2c(SCC(=O)N3CCOCC3)nnc12	-1	-8	-0.2	-1.5	3	1	-1.5	5	10
12	COc1ccc(NC(=O)c2cccc(-n3cnnn3)c2)cc1	-5	5	-2.5	2.2	-12	1	-0.4	3	-4
13	Cc1ccc(NC(=S)NNC(=O)Cn2nc([N+](=O)[O-])cc2C)cc1	1	·	-2.1	0.0	4	0	-0.3	-6	10
14	CCOC(=O)C1=C(C)NC(C)=C(C(=O)OCC)C1c1cn(-c2ccccc2)nc1-c1ccco1	-8	1	-4.8	3.0	-4	61*	·	4	-6
15	CCOC(=O)CSc1cc(=O)n(CC)c2ccccc12	7	22	-1.1	0.0	-2	0	-1.0	-1	0
16	Cc1cn(CC(=O)NCc2ccccn2)c(=O)[nH]c1=O	-5	1	-3.0	·	·	0	-0.5	4	7
17	CCN(CC)C(=O)CSc1nc(O)c(Cc2ccccc2)c(=O)n1-c1ccccc1C	?	-3	-1.0	-6.2	0	-1	-0.6	10	7
18	Cc1cccc(NC(=O)CCCCC(=O)Nc2cccc(C)c2)c1	?	4	-2.3	-0.2	-5	3	0.7	2	12
19	O=C(NCCN1CCCCC1)Nc1ccc(F)c(Cl)c1	3	3	0.4	-2.3	0	0	-1.1	4	2
20	Cc1cc(C)nc(NS(=O)(=O)c2ccc(NC(=O)C(C)Oc3ccccc3F)cc2)n1 (stereo unspecified)	-2	3	1.0	1.2	1	2	-4.3	-2	7

A different layout for 3 compounds above.
Sequence of screens – BoNT-F LC inh, PrPC surface inh, FadD28 FP inh, Mtb UGM inh, Rv3671c protease, FBA Mtb inh, BioA inh, GDH-TPI inh, MazEF act
16: Cc1cn(CC(=O)NCc2ccccn2)c(=O)[nH]c1=O
    -5, 1, -3.0, ·, ·, 0, -0.5, 4, 7
19: O=C(NCCN1CCCCC1)Nc1ccc(F)c(Cl)c1
    3, 3, 0.4, -2.3, 0, 0, -1.1, 4, 2
11: Cc1cc2ccccc2n2c(SCC(=O)N3CCOCC3)nnc12
    -1, -8, -0.2, -1.5, 3, 1, -1.5, 5, 10

Other compounds follow:
nr	Compound	BoNT-F LC inh	PrPC surface inh	FadD28 FP inh	Mtb UGM inh	Rv3671c protease	FBA Mtb inh	BioA inh	GDH-TPI inh	MazEF act
21	COC(=O)c1ccc(COc2ccc(C=O)cc2)o1	?	3	-3.2	0.5	-8	2	0.9	7	2
22	CC(=O)N1c2ccccc2NC2=C(C(=O)CCC2)C1c1ccc(F)cc1 (stereo unspecified)	-10	1	1.3	-2.9	-1	9	0.4	26	3
23	Cc1nc(SCc2ccc(F)cc2)c2oc3ccccc3c2n1	11	3	-0.9	-0.8	-4	4	-0.2	-2	-3
24	CN(C(=O)CSc1nc2cc([N+](=O)[O-])ccc2n1-c1ccc(F)cc1)C1CCS(=O)(=O)C1 (stereo unspecified)	-4	-13	-0.9	-0.9	-9	3	·	14	-2
25	COc1ccc(C)cc1-n1c(SCC(=O)NC2CC2)nc2ccccc2c1=O	-6	-4	-5.5	0.0	-8	-2	0.6	13	5
26	Cc1cc(C=C2C(=O)N(C)C(=S)N(C)C2=O)c(C)n1C1CCCC1	27	3	0.1	-5.4	3	2	0.8	9	-36
27	Cc1nc2ncnn2c(C)c1Cc1ccccc1Cl	-9	1	-2.1	-1.8	3	-2	5.4	2	-3
28	Cc1cc2c(cc1C)NC(c1nc3ccccc3[nH]1)C1=C(CC(C)(C)CC1=O)N2 (stereo unspecified)	-4	2	0.1	-3.1	5	-3	-1.1	24	8
29	CCCCN(C(=O)CNC(=O)c1ccco1)C(C(=O)NC1CCCCC1)c1cccnc1 (stereo unspecified)	0	5	-2.8	1.9	-4	1	-1.4	10	1
30	COc1ccc(N2CCN(CCCN)CC2)cc1	-21	-7	-0.7	1.8	0	2	0.2	7	13
31	COc1ccccc1CNc1nc(NCc2ccccc2F)c2sccc2n1	-2	·	-0.9	·	·	1	-0.5	5	·
32	CCOc1ccc(C(C)NC(=O)c2cc(=O)[nH]c3ccccc23)cc1OCC (stereo unspecified)	-19	-8	-0.9	-1.2	3	1	3.3	1	13
33	CCC(=O)N1CCN(CCN=CC2=C(O)CC(c3cccs3)CC2=O)CC1 (stereo unspecified)	-17	0	0.6	0.4	-4	2	-0.4	12	6
34	CC(C)(C)c1ccc(C(=O)NCCOc2ccccc2)cc1	5	1	0.0	-0.4	3	0	-4.3	13	8
35	C/C(CC(=O)Nc1cccc2c1CCCC2)=N\NC(=O)COc1ccccc1	2	5	-2.3	-0.7	1	0	-0.5	-4	-2
36	CCCN(C(=O)C(=O)Nc1ccc2nc3n(c(=O)c2c1)CCCCC3)c1ccc(OCC)cc1	-4	31*	-2.2	-4.2	0	1	-0.9	8	13
37	COc1ccccc1-c1csc(NC(=O)c2ccc(N3C(=O)CCC3=O)cc2)n1	5	2	-3.2	-0.4	-30	1	·	17	-2
38	CC(C)C(NS(=O)(=O)c1ccccc1)C(=O)N1CCCC1 (stereo unspecified)	?	-1	-0.4	-4.9	5	4	-2.2	6	-2
39	CCOC(=O)CN1C(=O)CN(c2ccc(C)c(C)c2)C1=O	-7	-15	1.6	-2.4	7	1	0.6	2	6
40	CCC(C)C(=O)Nc1nc(C)c(-c2csc(Nc3ccc(Cl)cc3)n2)s1 (stereo unspecified)	-2	6	2.1	4.6	-4	5	-2.4	16	4
41	CCOC(=O)COc1ccc(C)cc1-c1ccno1	-2	4	-0.8	-0.3	7	6	0.8	-1	0
42	O=C(COC(=O)CNC(=O)c1ccccc1Cl)NC1CC1	-11	-2	-1.7	0.4	1	0	1.6	1	6
43	COc1ccc(C2C3=C(CC(C)(C)CC3=O)OC(N)=C2[N+](=O)[O-])cc1 (stereo unspecified)	-14	-2	1.1	-0.9	-6	1	·	1	2
44	COc1ccc(N(CC(=O)NCCC2=CCCCC2)S(=O)(=O)c2ccccc2F)cc1	-7	5	-3.6	-0.8	-2	-1	0.8	-7	7
45	Cc1c(-n2cc(C(=O)c3cc(Br)ccc3O)cc(C#N)c2=O)c(=O)n(-c2ccccc2)n1C	0	-7	1.2	-0.6	-2	-2	-2.7	15	-54
46	Cc1c(Cl)c(C(=O)NNC(=S)NCc2ccco2)nn1C	17	0	-0.6	-0.7	3	-10	0.8	14	-1
47	CC12CCC3C(CCC4(O)CC(O)CCC34C=NO)C1(O)CCC2C1=COC(=O)C1 (stereo unspecified)	3	4	-1.4	·	·	-1	·	4	17
48	Cc1c(Cl)cnn1CC(=O)NC1C(=O)N2C(C(=O)O)=C(CSc3nnnn3C)CSC12 (stereo unspecified)	-2	-8	-3.3	-2.5	0	-1	·	-9	-6
49	C/C(=N\NC(=O)c1cc(C(C)C)[nH]n1)c1ccncc1	1	5	-2.4	-1.0	4	0	1.2	4	9
50	O=C1CN(C(=O)c2ccc(Br)o2)C(c2ccccc2)c2cc(Br)ccc2N1 (stereo unspecified)	8	6	-2.1	-1.8	-7	4	2.0	-3	-1
51	COc1ccc(C(=O)N2CCN(CC(=O)N3CCOCC3)CC2)cc1	-2	-2	0.0	-1.6	-6	-2	-1.4	6	-2
52	O=C(NC(=S)NCCN1CCOCC1)c1ccccc1	-1	-1	-1.3	0.7	-4	2	-0.4	5	-3
53	CC1N(C)c2cccc3cccc(c23)N1C	-16	-6	-4.7	2.0	-24	103*	-2.0	3	-9
54	CCCCn1c(N)c(N(CCOC)C(=O)c2ccc(C)c(S(=O)(=O)N3CCCCC3)c2)c(=O)[nH]c1=O	1	6	0.5	-1.7	9	-1	-0.8	7	6
55	Cc1cc(NC(=O)Nc2cc(Cl)ccc2C)no1	25	8	-1.8	-0.3	-14	0	1.1	9	3
56	O=C(Nc1ccc(Cl)cc1)Nc1ccon1	-7	10	·	-0.9	-8	0	-1.7	-2	4
57	Cc1cc(F)ccc1S(=O)(=O)N1CCCCC1CCNC(=O)C(=O)NCCN1CCOCC1 (stereo unspecified)	4	6	-0.1	0.7	2	3	-0.9	-2	6
58	CCC(C)COC(=O)c1ccc(C(=O)O)cc1 (stereo unspecified)	17	-2	-1.5	0.6	9	0	-0.5	4	-1
59	CCOc1ccc2nc(NC(=O)c3cccc(N4C(=O)CCC4=O)c3)sc2c1	-15	-6	-2.7	·	·	1	-1.2	25	-2
60	CCN(C(=O)C(C)OC(=O)CCCNC(=O)c1ccc(Cl)cc1)c1ccccc1 (stereo unspecified)	3	7	-1.3	-1.5	2	0	-0.5	7	8
